NTR1 ag – agonists of NTR1, primary screen, imaging, U2OS cells, beta-arrestin-GFP, high content (AID 493036); NTR1-U2OS beta-arrestin-GFP spot imaging, agonist mode; activation, % at 20 µM; hit rate 0.17% among 330,000;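 active = activation at or above 40% of the spot to cytoplasm intensity ratio, with at least 20 cells analyzed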;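 also: 0% = DMSO without peptide and 100% = 100 nM NTR1 peptide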
Target sequence (P30989 whole entry, looked up): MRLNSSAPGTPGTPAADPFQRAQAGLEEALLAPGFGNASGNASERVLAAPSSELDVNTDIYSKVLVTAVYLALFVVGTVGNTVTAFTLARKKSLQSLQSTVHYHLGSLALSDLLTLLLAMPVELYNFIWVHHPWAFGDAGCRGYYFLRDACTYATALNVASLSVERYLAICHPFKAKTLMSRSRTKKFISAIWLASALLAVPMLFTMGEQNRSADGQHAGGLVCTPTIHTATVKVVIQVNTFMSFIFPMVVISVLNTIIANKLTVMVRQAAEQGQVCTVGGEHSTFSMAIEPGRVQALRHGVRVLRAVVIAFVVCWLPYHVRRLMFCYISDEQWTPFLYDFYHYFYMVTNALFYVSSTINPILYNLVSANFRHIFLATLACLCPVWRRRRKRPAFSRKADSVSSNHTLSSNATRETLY
T cell modulator – modulators of CD8 T cell-vesicle binding, primary screen, mouse 2C CD8+ T cells, flow cytometry | calls only at 7 µM | hit rate 0.068% among 330,000 | 2C CD8+ T cell-vesicle binding; stronger effect = lower value;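 active = response, share of CD8 T cells binding vesicles, and their 90th percentile fluorescence all below set limits, cut at about 80% in these data, passing the limit was not always enough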
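Assay system – 2C mouse CD8+ T cells · Also added – QL9-loaded Drosophila micro-vesicles · Timing – Cell–vesicle co-incubation 1.5 h at 37 °C, staining 20 min on ice · Signal – flow cytometry of vesicle-bound cells · Measure – percent CD8+ FL2 mean versus row control · Controls – Peptide-free naked vesicles (low) and QL9 vesicles with 0.7% DMSO vehicle (high)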
T cell modulator vesicle-bound % – further read-out of T cell modulator, marked with its call; double positive events, %; measured here: CD8+ vesicle-bound cell fraction;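 binding gate set so that unloaded-vesicle control wells show 10% double positive cells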
NTR1 ag cell count 20 µM – recorded beside NTR1 ag, whose call it bears; cell count; measured here: cell count, cytotoxicity flag
Active calls of the source: *; i = inactive. Some of the compounds tested (hit frequency here may not be typical).

entry	molecule	NTR1 ag	NTR1 ag cell count 20 µM	T cell modulator	T cell modulator vesicle-bound %
1	CC(C)C(NC(=O)c1cccc(S(=O)(=O)N2CCOCC2)c1)C(=O)NCc1ccc(Cl)cc1 (stereo not drawn)	2.0	51	i	26
2	O=C(OCC(=O)N1CCCC1)c1cc(=O)c2ccccc2o1	-0.5	71	i	37
3	CCn1cnc2c(Nc3cc(F)cc(F)c3)nc(C#N)nc21	2.4	58	i	40
4	CC(=O)c1ccc(OCC(=O)N(C)CC(=O)Nc2ccc(N3CCOCC3)cc2)cc1	0.6	68	i	38
5	COc1cc2sc3ccc(-c4ccc(CN5CCOCC5)cc4)cc3c(=O)c2cc1OC	18	50	i	12
6	O=C(N1CCN(c2ncccn2)CC1)C12CC3CC(CC(C3)C1)C2	0.5	47	i	31
7	Brc1ccsc1/C=N/Nc1ccccc1	-0.6	44	i	35
8	NC(=O)Nc1ccc(C(=O)OCC(=O)NC2CCCc3ccccc32)cc1 (stereo not drawn)	-1.2	50	i	36
9	CN(CC(=O)Nc1cccc(F)c1)C(=O)c1cc(=O)[nH]c2ccccc12	-1.0	51	i	41
10	O=C(CN1CCN(c2ccc(O)cc2)CC1)Nc1ccc2c(c1)OCCCO2	0.3	81	i	28
11	O=S(=O)(c1ccc(SCCOc2ccc(F)cc2)nc1)N1CCCC1	1.3	51	i	23
12	CCOC(=O)Cc1csc(NC(=O)COC(=O)/C=C/c2ccc(OC)cc2)n1	0.1	55	i	53
13	COc1cccc(NC(=O)CN(C)C(=O)c2c(C)nn(-c3ccccc3)c2Cl)c1	-0.3	60	i	40
14	CCCCN1CC(=O)N2[C@H]3c4cc(Br)ccc4OC[C@@H]3[C@H](C(=O)OCC)[C@]2(C)C1=O	0.7	70	i	39
15	Cc1ccc(NC(=O)c2ccc(S(=O)(=O)N3CCCCC3)cc2)nc1	0.5	66	i	46
16	O=C(Cc1ccc(Cl)cc1)SCc1ccccc1	-0.4	39	i	39
17	COc1ccccc1NS(=O)(=O)c1cc(NC(=O)Cc2n[nH]c(=O)c3ccccc23)ccc1Cl	1.6	72	i	6
18	CCc1cc(C(=O)NCC(c2ccco2)N2CCCCC2)sc1C (stereo not drawn)	-1.9	55	i	39
19	Nc1nc(N(Cc2ccccc2)Cc2ccccc2)nc(C(F)(F)F)n1	15	69	i	40
20	COc1cccc(OC)c1C(=O)OCC(=O)N(c1ccccc1)C1CCCCC1	-2.9	63	i	7
21	O=C(CSc1ncnc2sccc12)N1CCCCC1	5.8	58	i	40
22	O=C(COC(=O)c1ccc(Cl)nc1)NCCc1ccc(Cl)cc1	-0.7	56	i	21
23	CCCn1c(SCC(=O)Nc2cc(C)on2)n[nH]c1=O	1.0	66	i	7
24	C[C@@H]1CN([C@H](C)CO)C(=O)c2cc(NC(=O)Cc3cn(C)c4ccccc34)ccc2O[C@H]1CN(C)C(=O)Nc1ccc2c(c1)OCO2	-1.5	54	i	6
25	C#CCOCCOCCOCCNc1nc(N2CCN(C(=O)[C@H](CCCN=C(N)N)n3cc(C(N)[C@H](C)CC)nn3)CC2)nc(N2CCN(C(=O)[C@H](CCCN=C(N)N)n3cc(C(N)[C@@H](C)CC)nn3)CC2)n1 (stereo partly drawn)	-0.5	60	i	23
26	O=C(COC(=O)Cn1[nH]c(=O)c2ccccc2c1=O)NNC(=O)c1ccc(Br)cc1	-3.9	50	i	40
27	C[C@]12CCC[C@H](O1)[C@H]([C@@H](O)c1ccccc1)O2	0.6	55	i	21
28	COc1cc(OC)cc(-c2c(-c3ccc(F)cc3)c3cc(-c4ccc(OC)nc4)ccc3n2C)c1	-2.1	49	i	22
29	CCC(CO)Oc1cc(NC(=O)c2ccc([N+](=O)[O-])cc2)c2ncn(C(C)C)c2c1 (stereo not drawn)	-0.7	37	i	14
30	Cc1ccc2nc(Cl)c(-c3ccccc3)cc2c1	2.2	48	i	32

Entries above containing bromine, in the order listed:
entry	molecule	NTR1 ag	NTR1 ag cell count 20 µM	T cell modulator	T cell modulator vesicle-bound %
7	Brc1ccsc1/C=N/Nc1ccccc1	-0.6	44	i	35
14	CCCCN1CC(=O)N2[C@H]3c4cc(Br)ccc4OC[C@@H]3[C@H](C(=O)OCC)[C@]2(C)C1=O	0.7	70	i	39
26	O=C(COC(=O)Cn1[nH]c(=O)c2ccccc2c1=O)NNC(=O)c1ccc(Br)cc1	-3.9	50	i	40

The list continues:
entry	molecule	NTR1 ag	NTR1 ag cell count 20 µM	T cell modulator	T cell modulator vesicle-bound %
31	CCOc1ccc(C(=O)COC(=O)Cn2cnc3c2c(=O)n(C)c(=O)n3C)cc1	0.7	72	i	14
32	COc1cc(/C=C2\SC(=O)N(CC(=O)Nc3cccc(C)c3)C2=O)ccc1OC(C)C(=O)O (stereo not drawn)	0.3	60	i	26
33	COc1ccc([C@H]2CC(=O)C=C(c3cc4ccccc4c4ccccc34)C2)cc1	3.8	53	i	25
34	Cc1ccc(C2=NN(S(=O)(=O)c3ccccc3)C(c3ccco3)C2)cc1 (stereo not drawn)	-0.1	63	i	18
35	O=C(CCCCN1CCCCC1)c1ccccc1	-0.6	61	i	16
36	COc1ccccc1C(=O)NCCC(=O)Nc1ccc(S(=O)(=O)N2CCC(C)CC2)cc1	4.6	66	i	49
37	CC(C)(C)c1ccc(C(=O)NCC(=O)OCC(=O)N2CCCC2)cc1	-0.8	47	i	28
38	O=C(C1COc2ccccc2O1)N1CCN(c2ccc(C(F)(F)F)cn2)CC1 (stereo not drawn)	0.1	61	i	8
39	O=C(COC(=O)c1ccc(S(=O)(=O)NCc2ccco2)cc1)NCc1ccccc1	0.5	53	i	32
40	C[C@@H]1CN([C@@H](C)CO)C(=O)c2cccc(NS(C)(=O)=O)c2O[C@H]1CN(C)Cc1ccc(Oc2ccccc2)cc1	-2.9	65	i	8
41	Cc1ccc(C(=O)OCC(=O)Nc2cccc(S(=O)(=O)N3CCCCC3)c2)o1	-1.3	93	i	49
42	COc1ccc(NS(=O)(=O)c2cccc(C(=O)N3CCCCCCC3)c2)cc1	6.1	45	i	36
43	Cc1ccc2c(c1)-n1c(nc3ccccc3c1=O)C(Cc1ccc(O)cc1)NC2=O (stereo not drawn)	1.7	53	i	10
44	CCOC(=O)Nc1cccc(OCC(=O)Nc2ccc3c(c2)CCC3)c1	6.3	70	i	30
45	COc1ccc(C(CNC(=O)C(CCSC)NC(=O)c2ccccc2Cl)N2CCCCC2)cc1 (stereo not drawn)	-1.0	77	i	37
46	Cc1csc(=O)n1CCC(=O)OC(C)C(=O)NCc1ccccc1 (stereo not drawn)	1.5	78	i	32
47	CCN(c1cccc2ccccc12)S(=O)(=O)c1cccs1	-0.9	72	i	8
48	Cc1c(O[C@@H]2O[C@H](CO)[C@@H](O)[C@H](O)[C@H]2O)c(CO)c(O[C@@H]2O[C@H](CO)[C@@H](O)[C@H](O)[C@H]2O)c2c1O[C@@H](c1ccccc1)C[C@@H]2O	-1.8	64	i	48
49	O=C(NCc1ccccc1)c1onc(CS(=O)(=O)c2ccccn2)c1C(=O)NCc1ccccc1	-2.9	100	i	18
50	NC(=O)NC(CC(=O)NNC(=O)c1ccccn1)c1ccc(Cl)cc1 (stereo not drawn)	-1.5	73	i	28
51	CC(NC(=O)c1ccco1)C(=O)OCC(=O)N1CCCCCC1 (stereo not drawn)	0.4	56	i	19
52	COc1ccccc1NC(=O)C1CCOC1=O (stereo not drawn)	2.1	37	i	32
53	CCN(CC(=O)Nc1ccccc1OC)C(=O)CN1C(=O)NC(C)(c2ccccc2)C1=O (stereo not drawn)	2.4	71	i	34
54	Cc1cccc(C(=O)OCC(=O)c2csc(N3CCCCC3)n2)c1[N+](=O)[O-]	1.0	48	i	31
55	O=C(CNC(=O)c1cc(Cl)nc2ccccc12)Nc1ccccc1Br	-0.3	57	i	26
56	C[C@H](CO)N1C[C@H](C)[C@@H](CN(C)Cc2ccncc2)Oc2ccc(NC(=O)CCCCCC(=O)Nc3ccccc3N)cc2C1=O	-0.7	56	i	54
57	COc1cc([C@H]2OC[C@H]3[C@@H]2CO[C@@H]3c2ccc(O[C@H]3O[C@H](CO)[C@@H](O)[C@H](O)[C@H]3O)c(OC)c2)ccc1O[C@@H]1O[C@H](CO)[C@@H](O)[C@H](O)[C@H]1O	1.4	64	i	30
58	O=C(c1cccc(O)c1)N1CCN(C(=O)C2CC2)CC1	-1.5	68	i	4
59	O=C(COC(=O)c1cnc(Cl)c(Cl)c1)NC1CC1	-0.2	56	i	53
60	CCc1cc2c(SCC(=O)Nc3ccc(NC(C)=O)cc3)ncnc2s1	-0.8	60	i	40

Results in T cell modulator vesicle-bound %, for some of the entries so far:
No. | mol | T cell modulator vesicle-bound %
40 | C[C@@H]1CN([C@@H](C)CO)C(=O)c2cccc(NS(C)(=O)=O)c2O[C@H]1CN(C)Cc1ccc(Oc2ccccc2)cc1 | 8
41 | Cc1ccc(C(=O)OCC(=O)Nc2cccc(S(=O)(=O)N3CCCCC3)c2)o1 | 49
42 | COc1ccc(NS(=O)(=O)c2cccc(C(=O)N3CCCCCCC3)c2)cc1 | 36
43 | Cc1ccc2c(c1)-n1c(nc3ccccc3c1=O)C(Cc1ccc(O)cc1)NC2=O (stereo not drawn) | 10
44 | CCOC(=O)Nc1cccc(OCC(=O)Nc2ccc3c(c2)CCC3)c1 | 30

Some of these compounds in order of the T cell modulator vesicle-bound % value, rising:
item	Molecule	T cell modulator vesicle-bound %
51	CC(NC(=O)c1ccco1)C(=O)OCC(=O)N1CCCCCC1 (stereo not drawn)	19
32	COc1cc(/C=C2\SC(=O)N(CC(=O)Nc3cccc(C)c3)C2=O)ccc1OC(C)C(=O)O (stereo not drawn)	26
50	NC(=O)NC(CC(=O)NNC(=O)c1ccccn1)c1ccc(Cl)cc1 (stereo not drawn)	28
45	COc1ccc(C(CNC(=O)C(CCSC)NC(=O)c2ccccc2Cl)N2CCCCC2)cc1 (stereo not drawn)	37
26	O=C(COC(=O)Cn1[nH]c(=O)c2ccccc2c1=O)NNC(=O)c1ccc(Br)cc1	40

The results go on:
entry	molecule	NTR1 ag	NTR1 ag cell count 20 µM	T cell modulator	T cell modulator vesicle-bound %
61	COc1ccc2c(CC(=O)OCC(=O)Nc3ccc(C)cc3)coc2c1	-2.6	51	i	44
62	CCOc1ccc2oc(C(=O)N(CCOC)c3c(N)n(CC(C)C)c(=O)[nH]c3=O)c(C)c2c1	1.5	52	i	43
63	Cc1cccc(C(=O)OCC(=O)c2ccc3c(c2)OCCO3)c1O	2.6	52	i	48
64	Cc1ccc(C(=O)NC(C)c2ccc(C)c(C)c2)s1 (stereo not drawn)	-0.1	62	i	31
65	COCCN(Cc1ccccc1)C(=O)C1CCN(C(=O)Nc2ccccc2)CC1	-0.8	46	i	51
66	COc1cc(C(=O)NCC(=O)NNC(=O)C2COc3ccccc3O2)cc(OC)c1OC (stereo not drawn)	-1.3	43	i	35
67	COC(=O)c1ccccc1S(=O)(=O)N1CCC(C(=O)NC2=NCCS2)CC1	-2.2	58	i	12
68	COC(=O)[C@]1(C)N[C@H](CN(C)C(=O)Nc2ccc(OC)cc2)[C@@H]2C(=O)N(Cc3ccccc3)C(=O)[C@@H]21	-1.7	60	i	6
69	C#CCN1N=C(c2ccc(C)cc2)CSC1=O	0.3	35	i	8
70	Cc1ccc(S(=O)(=O)N(C)CC(=O)NNC(=O)CCNS(=O)(=O)c2cccc(C)c2)cc1	-0.5	58	i	21
71	CCCn1c(SCC(=O)Nc2cc(C(=O)O)ccc2C)nc2sc3c(c2c1=O)CCC3	3.5	57	i	38
72	CCN(CC(=O)Nc1c(F)cccc1F)C(=O)c1cn2ccccc2n1	0.0	87	i	36
73	CS(=O)(=O)c1ccc(NC(=O)CCN2C(=O)NC3(CCCC3)C2=O)cc1	-2.4	54	i	9
74	COc1ccccc1OCCC(=O)Nc1ccc2c(c1)OCO2	2.0	62	i	36
75	Cc1nc(SCC(=O)N(C)C2(C#N)CCCCC2)c2ccccc2n1	1.2	52	i	37
76	NC(=O)c1ccc(NC(=O)CN2C(=O)NC3(CCCCCCC3)C2=O)cc1	0.2	74	i	40
77	COc1ccccc1NS(=O)(=O)c1ccc(C)c(C(=O)Nc2cc(C)on2)c1	0.4	64	i	22
78	CCN(c1ccccc1)S(=O)(=O)c1cc(C(=O)NCC(c2ccco2)N2CCCCC2)ccc1C (stereo not drawn)	1.4	74	i	50
79	CN(CC(=O)NCc1ccco1)C(=O)C1CC(=O)N(c2ccc3c(c2)OCCO3)C1 (stereo not drawn)	2.9	65	i	9
80	CC1(NC(=O)c2ccccc2)CCN(CCc2cccs2)C1=O (stereo not drawn)	3.4	46	i	34
81	CCCCn1c(N)c(N(CCOC)C(=O)c2c(CC)noc2C)c(=O)[nH]c1=O	-1.0	56	i	43
82	CCC1CCCCN1C(=O)COC(=O)CSc1ccc(C(N)=O)cc1[N+](=O)[O-] (stereo not drawn)	1.2	101	i	23
83	COc1ccc(C(=O)N2CC(c3ccc(Cl)cc3)CC2=O)cc1 (stereo not drawn)	2.4	46	i	56
84	CCOc1ccc2oc(C(=O)OCC(=O)N3C(C)CCCC3C)c(C)c2c1 (stereo not drawn)	-0.5	49	i	3
85	O=C(CCS(=O)(=O)c1ccccc1)Nc1ccc(N2CCN(Cc3ccccc3)CC2)cc1	-1.4	51	i	33
86	CCOC(=O)[C@@H]1[C@H]2COc3cc(OC)ccc3[C@H]2N2C(=O)N(c3ccc(OC)cc3)C(=O)[C@]12C	0.2	72	i	19
87	COc1ccc(C(=O)NNC(=O)CSc2nnc3ccccn23)cc1OC	-1.4	67	i	52
88	Fc1ccccc1-c1cc2ccccc2cn1	-1.0	48	i	43

Compound activity deposited in PubChem by several laboratories.
